# High-throughput results: PubChem, National Center for Advancing Translational Sciences (NCATS)
# TRPV1 agonist – human TRPV1 agonism. TRPV1-expressing cells, Fluo-8 calcium influx, agonist mode. actives 0.19% (n = 320,000). activation, % at 8.33 µM. AID 540275; in the data active = activation above about 80%; inconclusive = between about 30% and that limit; note: 0% is about no effect
#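 Cells expressing TRPV1 were dye-loaded with Fluo-8 and read kinetically: 10 s baseline, 3 min after compound (agonist portion), then 2 min after EC20 capsaicin (allosteric enhancer portion). Calcium-bound dye fluorescence at 480/520 nm.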
# CXXC DNA block – blocks binding of human MLL CXXC domain to DNA | Q03164 | MLL-CXXC / FITC-HOXA9 DNA fluorescence polarization | Potency, µM (doses to about 115 µM), without a hit: top-dose activity change, negative = inhibition, actives largely listed as inhibitors | actives 0.037% (n = 290,000); active = well fitted inhibition curve with a large enough effect in the polarisation, with a control signal flat, not every such curve was filed as active; inconclusive = small, poorly fitted or top-dose-only effect, or effect the other way, or a change in a side signal; inactive = no such curve, though single readings can be large or run the other way; the % refers to the polarisation; note: potency is the fitted concentration of half-maximal effect
#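 Fluorescence polarization: 7 uM MLL-CXXC (stock) preincubated 5 min with compounds, then 50 nM fluorescein-HOX-A9 DNA (stock) added; 30 min ambient. Buffer 50 mM Tris-HCl pH 7.5, 50 mM NaCl, 1 mM DTT, 0.05% BSA.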
# MBNL1-CUG inh – MBNL1-poly(CUG) RNA binding inhibition; TR-FRET MBNL1-His/biotin-(CUG)12 binding, 665/545 ratio; Potency, µM (doses to about 57.5 µM), inactives show at the top dose activity change, negative = inhibition, usual class: inhibitors; actives 0.036% (n = 280,000); Q9NR56; active = well fitted inhibition curve with a large enough effect in the signal ratio, with a control signal flat, not every such curve was filed as active; inconclusive = small, poorly fitted or top-dose-only effect, or effect the other way, or a change in a side signal; inactive = no such curve, though single readings can be large or run the other way; the % refers to the signal ratio; note: potency is the fitted concentration of half-maximal effect; % is set by controls: 0 for no effect and ±100 for the full control effect
#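 Compound titration spanned 92 nM–58 uM against the MBNL1-His/biotin-(CUG)12 complex. After 60 min at room temperature with 5 nM streptavidin-XL665 and 0.055 ng/ul terbium anti-His, ratiometric 665/545 nm emission (Ex 340 nm) normalized to controls.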
# GALK inhibitor – galactokinase (human) inhibition | AID 1868 | actives 0.007% (n = 270,000) | Potency, µM (top dose mostly 57.5 µM), inactives show at the top dose activity change, negative = inhibition, most hits filed as inhibitors | P51570 | Purified GALK, Kinase-Glo residual ATP luminescence; note: potency is the fitted concentration of half-maximal effect; % is set by controls: 0 for no effect and ±100 for the full control effect
# Target sequence (P51570 whole entry, looked up): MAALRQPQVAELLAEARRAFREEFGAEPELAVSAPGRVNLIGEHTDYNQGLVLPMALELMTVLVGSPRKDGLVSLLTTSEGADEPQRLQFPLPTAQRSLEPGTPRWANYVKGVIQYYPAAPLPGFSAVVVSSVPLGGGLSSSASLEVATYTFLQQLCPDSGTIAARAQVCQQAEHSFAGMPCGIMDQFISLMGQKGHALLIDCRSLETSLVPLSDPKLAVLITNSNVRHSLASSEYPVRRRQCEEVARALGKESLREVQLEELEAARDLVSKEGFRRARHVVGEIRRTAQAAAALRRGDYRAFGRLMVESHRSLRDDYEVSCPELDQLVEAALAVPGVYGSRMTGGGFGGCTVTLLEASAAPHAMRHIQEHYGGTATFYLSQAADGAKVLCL
#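 Kinase-Glo Plus luminescence measured ATP left after a 1 h room-temperature reaction. The reaction used 5 nM GALK, 100 uM galactose and 35 uM ATP at pH 8.0 (20 mM HEPES, 5 mM MgCl2, 60 mM NaCl, 1 mM DTT, 0.01% BSA).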
# AT treatment – candidate therapy for ataxia-telangiectasia; […] A-T fibroblasts, KAP-1 phosphorylation AlphaLISA; neocarzinostatin DNA damage 30 min before lysis; Potency, µM (series often up to 57.5 µM), for inactives: at the highest dose activation, hits mostly activators; AID 485349; actives 0.19% (n = 320,000); note: potency is the fitted concentration of half-maximal effect; % of control where 0% means no effect; nearly all actives have a fitted effect of over 45% in size
#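 hTERT-immortalized A-T patient fibroblasts ([…]), 500 cells/well in OPTI-MEM, 1% FBS, got compounds for 60 min, then NCS for 30 min at 37C. Lysates were then assayed for phospho-KAP-1 by AlphaLISA (anti-pKAP1 donor, anti-KAP1 acceptor beads), 6 hr at 25C.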
# ASM inhibitor – blocks human secretory acid sphingomyelinase; P17405; placental ASM, HMU-PC fluorogenic substrate, 60 min; Potency, µM (titrated, usually from 57.5 µM), for the others: at the highest dose activity change, negative = inhibition, most hits filed as inhibitors; actives 0.006% (n = 340,000); AID 504937; note: potency is the fitted concentration of half-maximal effect
# Target sequence (P17405 47-631 limits assumed): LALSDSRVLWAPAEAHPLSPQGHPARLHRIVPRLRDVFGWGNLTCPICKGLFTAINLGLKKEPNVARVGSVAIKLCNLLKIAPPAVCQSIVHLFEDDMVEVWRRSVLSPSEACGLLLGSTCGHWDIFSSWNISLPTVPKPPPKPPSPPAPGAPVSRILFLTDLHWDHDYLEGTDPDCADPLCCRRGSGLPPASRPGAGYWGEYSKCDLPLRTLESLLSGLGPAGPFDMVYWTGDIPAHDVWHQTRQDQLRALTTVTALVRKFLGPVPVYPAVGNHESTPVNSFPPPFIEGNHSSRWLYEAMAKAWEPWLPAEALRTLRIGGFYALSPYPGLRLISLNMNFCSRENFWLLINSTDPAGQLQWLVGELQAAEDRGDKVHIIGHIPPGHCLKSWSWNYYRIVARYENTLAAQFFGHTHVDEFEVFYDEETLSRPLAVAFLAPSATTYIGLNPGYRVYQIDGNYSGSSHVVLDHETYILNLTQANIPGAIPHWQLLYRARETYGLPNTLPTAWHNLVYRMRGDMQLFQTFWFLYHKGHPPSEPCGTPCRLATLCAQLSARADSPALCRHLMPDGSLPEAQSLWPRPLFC
#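 qHTS format. ASM enzyme prepared from human placenta hydrolyses the fluorogenic substrate HMU-PC0 (9 uM final) over 60 min at 37 °C after a 10 min compound preincubation.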
# hERG WT inh – blocks the wildtype human KCNH2 potassium channel; AID 720551; actives 0.37% (n = 340,000); U2OS, BacMam KCNH2, thallium flux FluxOr; active compounds read low; activity change, % at 1.84 µM; Q12809;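 active = maximum activity change below -70%; inconclusive = maximum activity change between -70% and -50%; inactive = maximum activity change above -50%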; note: % is set by controls: 0 for no effect and ±100 for the full control effect
#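 U2OS cells were transduced with wild-type KCNH2 virus (2.03 x 10^8 / mL) for 4 h at room temperature, then cultured overnight at 37 C. Thallium flux was read with FluxOr dye. Rate constants were normalized to DMSO controls.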
# FBPA coupling cs – coupling enzyme interference in Giardia aldolase counter-screen. coupling enzyme system counterscreen, AmpLite Red fluorescence. activity change, negative = inhibition, % at 58.2 µM, hits read low. actives 0.67% (n = 290,000). AID 2472; in the data active = activity change below about -30%; note: % is set by controls: 0 for no effect and ±100 for the full control effect
#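 Counterscreen lacking aldolase: glyceraldehyde-3-phosphate coupling-enzyme reagent preincubated 10 min at RT with compound (at 57.5 uM final), then substrate/coupling system with AmpLite Red added; fluorescence read at 525/598 nm after 20 min RT.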
# Integrin act MD – activates integrin-mediated alleviation for muscular dystrophy; alpha7betagal myoblasts, beta-gal FDG fluorescence, 48 h; Potency, µM (doses to about 38.3 µM), for the others: top-dose activation, usual class: activators; actives 0.064% (n = 350,000); AID 624291;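 note: potency is the fitted concentration of half-maximal effect; 100% = response of the positive control SU9516; nearly all actives have a fitted effect of over 60% in size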
#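 alpha7betagal+/- myoblasts (passage 13, 250/well) treated 48 h at 37C with compounds at 1:260 dilution of DMSO stock. Lysed, then beta-galactosidase activity read as FDG fluorescence (ex 480/em 540) after 30 min, with pre-read for autofluorescence.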
# KCNH2 3.1 inh – inhibitors of human KCNH2 3.1 potassium channel isoform; U2OS KCNH2 3.1, thallium flux FluxOr; active compounds read low; activity change, % (tested at about 1.8 µM); actives 0.95% (n = 340,000);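 active = maximum activity change below -70%; inconclusive = maximum activity change from -70% to -50%; inactive = maximum activity change above -50%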;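 note: thallium influx rate constant from kinetic fluorescence after stimulation buffer; % is set by controls: 0 for no effect and ±100 for the full control effect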
#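 Kinetic fluorescence (2 min after stimulation buffer) measures Tl+ influx through KCNH2 3.1 expressed by viral transduction in U2OS cells; the rate constant is normalized against DMSO controls serving as positive and negative references.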
# The depositor's hits bear a star; ? = inconclusive; / = not tested or not shown; & = joins results of further samples; [ ] = dose if it differs, or a comment. Unless noted, calls come from the whole dose curve; as a rule, active = well fitted curve in the direction sought with a large enough effect; inconclusive = small, poorly fitted or top-dose-only effect, or another doubt; inactive = no such curve, though single readings can be large; an effect the other way counts as inactive or inconclusive.
# Results follow in this order: TRPV1 agonist, CXXC DNA block, MBNL1-CUG inh, GALK inhibitor, AT treatment, ASM inhibitor, hERG WT inh, FBPA coupling cs, Integrin act MD, KCNH2 3.1 inh
COc1cccc(-c2cc(C(F)(F)F)n3nc(N)nc3n2)c1
    2.4, -4.1%, ?, -2.8%, 4.9%, /, -0.9, 2.9, -10.6%, 1.7
CC1CCN(c2nc3c(c(=O)[nH]c(=O)n3C)n2CCCc2ccccc2)CC1
    22.8, 13.5%, -7.7%, 2.5%, 0.6%, 8.3%, 15.9, 2.3, -12.1%, -2.0
O=C(Nc1nc(-c2ccc(Cl)cc2)cs1)C1=COCCO1
    27.1, /, /, /, 12.6%, -4.3%, 6.7, /, -2.8%, -17.5
CC(C)Nc1nc2n(c(=O)n1)CCN2C(C)C
    12.7, -2.8%, 3.4%, -2.9%, 5.6%, -1.7%, -1.6, -0.6, 11.9%, 9.4
Cc1nnc(C)n1/N=C/c1cccc([N+](=O)[O-])c1
    3.7, -1.0%, ?, -0.9%, 0.2%, -2.8%, -5.4, 2.3, 9.6%, -2.5
COc1cc2c(cc1OC)C(C(=O)Nc1ccc3c(c1)OCCO3)C1c3ccccc3CCN1C2=O (stereo not drawn)
    1.5, -3.6%, -13.9%, -0.8%, -7.0%, -3.9%, 1.5, -7.8, -8.1%, -7.4
COc1cccc(CNS(=O)(=O)c2cc(CN3C(=O)c4cccnc4C3=O)ccc2OC)c1
    -1.8, 2.4%, ?, -2.5%, 3.0%, -3.5%, -0.4, -3.1, -4.5%, -1.4
COc1ccccc1C(=O)NC(=S)Nc1cccnc1Cl
    10.1, 0.5%, 2.2%, -0.4%, 6.4%, -0.9%, 0.6, -2.9, 5.2%, -3.4
COc1cc(/C=C/C(=O)OCC(=O)Nc2c(C)n(C)n(-c3ccccc3)c2=O)ccc1OCC#N
    -1.9, -7.0%, ?, -0.3%, 2.3%, 5.2%, /, -2.5, 8.3%, 5.9
C#Cc1ccc(CN2CCN(CCc3ccccc3)C(CCO)C2)cc1 (stereo not drawn)
    2.3, -4.5%, -5.8%, 1.4%, -7.7%, 3.4%, 11.7, 0.3, -26.6%, -73.5*
Cc1c(C(=O)Nc2ccccc2)sc2nc(-c3ccccc3)cn12
    ?, 14.3%, ?, -4.0%, 8.4%, -21.3%, -1.4, -10.2, -8.1%, -0.6
O=C(Nc1ccc(Cl)cc1)N(Cc1nc2ccccc2c(=O)[nH]1)Cc1cccs1
    6.1, 28.1%, -16.7%, -0.3%, -0.6%, ?, 0.6, -0.8, -12.4%, -21.1
COC(=O)N1C(=O)[C@@](Cc2ccccc2)(c2ccccc2)N1C(=O)OC
    3.0, -2.7%, -5.2%, /, ?, 4.8%, -0.7, -2.0, 8.8%, 10.0
Cc1ccc(-c2cc(=O)c3cc(C)ccc3[nH]2)cc1
    ?, 2.2%, 85.8%[activator], /, 9.1%, -0.7%, 2.3, 0.1&2.4, -22.1%, -15.6
COc1ccc(S(N)(=O)=O)cc1C(=O)NC1CCCc2ccccc21 (stereo not drawn)
    5.9, 6.5%, -5.8%, -2.9%, -3.3%, 1.7%, -3.0, 0.1, 13.1%, -16.5
CC(=O)c1ccc(S(=O)(=O)Nc2ccc(S(=O)(=O)N3CCCCC3)cc2)cc1
    /, /, /, /, 4.9%, -4.7%, -3.6, /, ?, 9.5
Cn1c2ccccc2c2c(C(=O)N3CCN(c4ccc(F)cc4)CC3)cn(C3CCCC3)c(=O)c21
    -0.5, 1.2%, -1.8%, 1.9%, -5.7%, -0.3%, 17.2, -1.6, 22.0%, -28.4
Cc1ccc(CNS(=O)(=O)c2ccccc2[N+](=O)[O-])cc1
    7.2, -17.8%, 6.9%, 1.0%, 8.9%, -2.5%, /, -6.2, 26.2%, -7.7
COc1cccc(-c2nn(-c3ccccc3)cc2CN2CCCO2)c1
    27.1, -11.7%, -4.9%, 2.2%, 11.7%, -0.6%, 0.8, 2.6, -19.0%, 6.7
Cn1c(OCc2cccnc2)nc2c1c(=O)n(Cc1ccc(F)cc1)c(=O)n2C
    8.0, 0.4%, 1.6%, 3.8%, -19.2%, 2.5%, -10.7, 2.4, ?, -19.7
COc1ccc(Cl)cc1NC(=O)CC(C)=O
    -3.6, -12.1%, 5.6%, 2.2%, -3.8%, -0.7%, 0.4, -1.3, -18.8%, 2.5
O=C(NCc1ccc(Cl)cc1)C(=O)NCC1OCCN1C(=O)c1ccc(Cl)cc1 (stereo not drawn)
    1.2, 5.8%, 1.0%, -1.8%, 0.6%, -0.5%, 1.7, 1.5, -17.0%, 4.8
CC1=CC(C)(C)NC(=S)N1c1cccc2ccccc12
    1.1, -0.1%, 10.7%, -1.4%, -1.8%, 5.3%, 7.1, -3.3, 23.4%, 19.3
O=C(N/N=C/c1ccccc1)c1ccc(-c2ccccc2)cc1
    4.3, 17.5%, 3.0%, 2.6%, -2.9%, -0.2%, -0.1, 3.1, 1.6%, 0.3
CCN(c1ccc(NC(=O)COC(=O)CCc2cc(OC)c(OC)c(OC)c2)cc1)C(C)C
    15.0, 0.1%, -3.2%, 0.0%, -4.3%, -0.4%, -4.1, 1.3, -6.4%, 2.0
COCCn1c(-c2ccccc2)csc1=Nc1cccnc1
    9.4, -6.7%, 1.8%, 9.8%, 2.8%, 0.7%, -18.0, 2.9, -31.4%, -4.4
Nc1nnc(SCC(=O)c2ccco2)s1
    -0.1, 11.7%, -1.9%, 4.9%, -4.2%, 2.5%, -18.8, -0.9, 15.9%, -4.3
CCOC(=O)CNC(=O)CSc1nnc(-c2ccco2)n1Cc1ccco1
    -1.8, -10.5%, 6.1%, 2.5%, 14.5%, 2.9%, -5.0, -0.3, -2.9%, 1.5
Cc1cc2[nH]ncc2cc1NC(N)=S
    1.9, -6.5%, -4.6%, -2.1%, 2.1%, -0.5%, -6.7, -2.7, 5.3%, -21.6
O=C(NCC(c1ccco1)N1CCCC1)c1cccc(NS(=O)(=O)c2ccccc2)c1 (stereo not drawn)
    1.8, /, /, /, -1.5%, /, -0.3, /, -3.6%, 0.9

# Among those listed so far, five contain a Cl atom.
# Results follow in this order: TRPV1 agonist, CXXC DNA block, MBNL1-CUG inh, GALK inhibitor, AT treatment, ASM inhibitor, hERG WT inh, FBPA coupling cs, Integrin act MD, KCNH2 3.1 inh
O=C(Nc1nc(-c2ccc(Cl)cc2)cs1)C1=COCCO1
    27.1, /, /, /, 12.6%, -4.3%, 6.7, /, -2.8%, -17.5
COc1ccccc1C(=O)NC(=S)Nc1cccnc1Cl
    10.1, 0.5%, 2.2%, -0.4%, 6.4%, -0.9%, 0.6, -2.9, 5.2%, -3.4
O=C(Nc1ccc(Cl)cc1)N(Cc1nc2ccccc2c(=O)[nH]1)Cc1cccs1
    6.1, 28.1%, -16.7%, -0.3%, -0.6%, ?, 0.6, -0.8, -12.4%, -21.1
COc1ccc(Cl)cc1NC(=O)CC(C)=O
    -3.6, -12.1%, 5.6%, 2.2%, -3.8%, -0.7%, 0.4, -1.3, -18.8%, 2.5
O=C(NCc1ccc(Cl)cc1)C(=O)NCC1OCCN1C(=O)c1ccc(Cl)cc1 (stereo not drawn)
    1.2, 5.8%, 1.0%, -1.8%, 0.6%, -0.5%, 1.7, 1.5, -17.0%, 4.8

# (next part)
# Results follow in this order: TRPV1 agonist, CXXC DNA block, MBNL1-CUG inh, GALK inhibitor, AT treatment, ASM inhibitor, hERG WT inh, FBPA coupling cs, Integrin act MD, KCNH2 3.1 inh
CC(C)Oc1ccc(S(=O)(=O)N2CCCCC2)cc1NC(=O)C1CCC1
    ?, /, /, /, 11.9%, 4.4%, -3.4, /, 19.1%, -10.8
O=C(Nc1ccon1)c1ccc(Cl)s1
    -2.2, -0.4%, ?, 0.6%, 39.4%, 3.3%, 2.2, 0.5, 2.2%, 7.2
CC(=O)c1c(C)[nH]c(C(=O)N2CCN(c3ncccn3)CC2)c1C
    /, 1.8%, -15.4%, 1.2%, 5.3%, -2.3%, 0.4, 0.3, 26.3%, 18.1
Cc1ccc(SCC(=O)Nc2nnc(-c3ccco3)o2)cc1
    -1.7, /, /, /, -2.9%, -1.3%, -4.8, /, 12.9%, -3.1
COC(=O)c1ccc2nc(NC(=O)C(C)C)sc2c1
    14.1, 4.8%, 2.2%, 0.6%, 0.9%, 7.3%, -4.8, -1.4, 29.5%, 11.0
COc1ccc(-c2nnc(N(C)C(=O)c3ccno3)s2)cc1
    10.0, 3.3%, ?, -1.4%, 0.2%, -0.2%, 17.8, 1.0, -3.6%, -0.4
CCN1CCN(CC(=O)Nc2ccc(N(C)C)cc2)CC1
    2.9, 1.4%, -2.2%, -0.3%, 3.5%, 7.3%, -3.8, 0.5, 18.1%, -5.7
